Bioassay records from PubChem.
Rv3671c protease: Rv3671c serine protease inhibitors, primary screen, biochemical, fluorescence polarization, M. tuberculosis H37Rv; P9WHR9; inhibition, % at 5.96 µM; AID 2606, 2010; 320,000 compounds, 0.048% hits; in the data active means inhibition above about 38%;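 further: extracellular domain of Rv3671c used as enzyme; 0% = enzyme with DMSO and 100% = no enzyme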
BioA inh: M. tuberculosis BioA enzyme inhibitors, primary screen, biochemical, plate reader, single point, HTS; 360,000 compounds, 0.096% hits; purified M. tuberculosis BioA enzyme; inhibition, % at 9.99 µM; AID 602481, 2012; in the data active means inhibition above about 40%; inconclusive means no clear call, values can overlap the other calls
DUSP3 inh: VHR1 phosphatase inhibitors, primary screen, biochemical, absorbance, uHTS. Dual specificity protein phosphatase 3 (Homo sapiens), P51452. recombinant VHR phosphatase, pNPP absorbance. inhibition, % at 13.3 µM. 290,000 compounds, 0.52% hits; in the data active means inhibition above about 50%; further: some compounds called inactive have numbers as strong as hits
Target sequence (P51452 whole entry, looked up): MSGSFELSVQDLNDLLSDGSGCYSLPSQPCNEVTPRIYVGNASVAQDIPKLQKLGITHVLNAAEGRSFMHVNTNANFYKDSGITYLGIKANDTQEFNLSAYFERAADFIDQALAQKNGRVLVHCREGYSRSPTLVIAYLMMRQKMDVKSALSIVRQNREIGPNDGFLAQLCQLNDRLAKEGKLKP
BoNT-F LC inh: BoNT/F light chain protease inhibitors, primary screen, biochemical, flow cytometry, MLPCN library | Botulinum neurotoxin type F light chain protease (Clostridium botulinum) | Multiplex microsphere protease cleavage assay | inhibition, % at 10 µM | 360,000 compounds, 0.22% hits | AID 588497, 2011; in the data active means inhibition above about 35%, passing the limit was not always enough; inconclusive means no clear call, values can overlap the other calls; further: plate controls were buffer without enzyme for full effect and enzyme alone for no effect
MazF activator: activators of E. coli MazEF toxin-antitoxin RNase, primary screen, biochemical, fluorescence, uHTS; Endoribonuclease toxin MazF (Escherichia coli (strain K12)), P0AE70; FAM/BHQ RNA-DNA oligo cleavage fluorescence, 5 h; activation, % at 20 µM; 350,000 compounds, 0.32% hits; in the data active means activation above about 50%
Target sequence (P0AE70 whole entry, looked up): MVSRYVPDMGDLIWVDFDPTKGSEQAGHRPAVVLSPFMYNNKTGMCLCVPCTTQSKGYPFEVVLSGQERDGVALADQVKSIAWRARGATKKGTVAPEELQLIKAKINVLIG
Mtb FBA inh: Mtb FBA enzyme inhibitors, primary screen, biochemical, fluorescence, strain H37Rv. inhibition, % at 1 µM. purified M. tuberculosis FBA, fluorescence read-out. 360,000 compounds, 2.3% hits; in the data active means inhibition above about 27%;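 further: 0% = vehicle and 100% = reference inhibitor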
Target sequence (P9WQA3 whole entry, looked up): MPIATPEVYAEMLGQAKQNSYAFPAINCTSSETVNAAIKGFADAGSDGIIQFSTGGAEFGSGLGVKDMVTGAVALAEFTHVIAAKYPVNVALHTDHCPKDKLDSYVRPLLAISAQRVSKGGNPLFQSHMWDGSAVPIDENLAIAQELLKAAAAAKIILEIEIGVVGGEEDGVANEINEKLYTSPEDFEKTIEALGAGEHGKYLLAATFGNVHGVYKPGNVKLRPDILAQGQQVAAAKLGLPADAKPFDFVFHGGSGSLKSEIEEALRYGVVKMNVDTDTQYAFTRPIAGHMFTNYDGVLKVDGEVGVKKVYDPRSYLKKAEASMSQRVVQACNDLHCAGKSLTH
CCHFV vOTU inh: CCHFV vOTU protease inhibitors, primary screen, biochemical, Pep-AMC substrate, fluorescence; 370,000 compounds, 0.55% hits; Crimean-Congo hemorrhagic fever virus L polyprotein viral ovarian tumor (vOTU) protease …; AID 651958, 2012; inhibition, % at 11.5 µM; further: 0% = vehicle wells with enzyme and 100% = no enzyme wells
UGM FP inh: M. tuberculosis UGM enzyme inhibitors, primary screen, biochemical, fluorescence polarization, single point | UDP-galactopyranose mutase (Mycobacterium tuberculosis (strain ATCC 25618 / H37Rv)), … | purified UGM, fluorescence polarization probe displacement | inhibition, % at 10 µM | 320,000 compounds, 0.06% hits; in the data active means inhibition above about 10%, passing the limit was not always enough; inconclusive means no clear call, values can overlap the other calls
Target sequence (P9WIQ1 whole entry, looked up): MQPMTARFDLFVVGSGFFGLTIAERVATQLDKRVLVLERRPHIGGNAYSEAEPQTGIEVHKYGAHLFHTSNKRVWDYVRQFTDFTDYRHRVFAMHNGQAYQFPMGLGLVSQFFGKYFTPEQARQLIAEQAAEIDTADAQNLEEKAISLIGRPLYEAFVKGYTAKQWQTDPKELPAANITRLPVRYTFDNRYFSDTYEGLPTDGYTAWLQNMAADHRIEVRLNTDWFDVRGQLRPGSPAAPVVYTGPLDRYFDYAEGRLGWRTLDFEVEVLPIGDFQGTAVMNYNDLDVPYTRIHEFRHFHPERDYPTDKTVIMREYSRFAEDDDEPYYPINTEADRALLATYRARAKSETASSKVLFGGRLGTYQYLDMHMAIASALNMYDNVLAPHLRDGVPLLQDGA
FadD28 FP inh: inhibitors of FadD28 bisubstrate probe binding, primary screen, biochemical, fluorescence polarization, single point. 360,000 compounds, 0.22% hits. AID 588549, 2011. inhibition, % at 12.5 µM. Mycobacterium tuberculosis FadD28 fatty-acid-AMP ligase; in the data active means inhibition above about 8.5%, passing the limit was not always enough; inconclusive means no clear call, values can overlap the other calls
GDH-TPI inh: GDH-TPI coupling enzyme inhibitors, primary screen, artefact control for M. tuberculosis FBA inhibitor project, biochemical, absorbance, full deck; inhibition, % at 4.8 µM; GDH-TPI coupled enzyme counterscreen, NADH absorbance; 360,000 compounds, 1.2% hits; AID 588335, 2011;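 further: 0% = DMSO wells and 100% = wells lacking the enzyme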
Starred values were filed as active, the others as inactive; u = inconclusive; x = not tested or not shown; + = active, no number. Unless noted, no stated cut-off is given here; in the data, active means inhibition above about 30%; inactive means the rest.

SMILES | Rv3671c protease | BioA inh | DUSP3 inh | BoNT-F LC inh | MazF activator | Mtb FBA inh | CCHFV vOTU inh | UGM FP inh | FadD28 FP inh | GDH-TPI inh
O=C(c1cnn2ccccc12)N1CCN(C2CCCCC2)CC1 | -4.9 | -0.3 | 16.6 | -0.8 | -8.0 | 10.7 | -10.9 | 4.4 | 1.1 | -13.0
COc1cc(C(C(=O)NCC2CCCO2)N(C(=O)Cn2nnc3ccccc32)c2ccc(OC)c(OC)c2)ccc1O (centres undefined) | -5.1 | 0.9 | 24.8 | -1.6 | 8.2 | -0.6 | 3.3 | -2.0 | x | 6.0
O=C(O)c1cc(-c2ccc(N3CCOCC3)cc2)nn1-c1ccc(F)cc1 | -6.6 | x | 23.7 | -1.6 | -3.9 | 13.3 | -5.0 | 1.2 | 0.4 | 2.7
Cn1cc(CN2CCC(C(=O)NC(c3ccc(F)cc3)c3ccc4ccccc4n3)CC2)c2ccccc21 (centres undefined) | x | -0.4 | x | -16.4 | x | 2.0 | 2.1 | x | -4.9 | -4.4
Cn1c(N)c(C(=O)COC(=O)C2CCCN2C(=O)c2cccs2)c(=O)n(C)c1=O (centres undefined) | -1.4 | x | 14.0 | 2.0 | 7.1 | -0.1 | -0.4 | 1.8 | -0.3 | 3.5
CC(=O)OCCCNc1cc(Sc2ccc(C)cc2)c2nonc2c1[N+](=O)[O-] | -3.4 | x | 4.0 | -2.9 | -8.6 | 0.6 | -10.4 | 3.6 | -1.1 | 8.6
CCOc1ccc(S(=O)(=O)N2CCCC2)c2ccccc12 | x | 1.0 | x | -4.3 | -7.6 | -2.4 | 16.8 | x | -2.8 | -0.4
Cc1nnc(N/N=C/c2cccc(C(F)(F)F)c2)n1N | -14.2 | -3.0 | 19.7 | 0.6 | 5.2 | -5.0 | 104.9* | 2.2 | -1.9 | 1.0
C[C@]12CC(=O)CC1CCC1C2CC[C@@]2(C)C1CC[C@@H]2O (some centres undefined) | 6.8 | -0.3 | -3.0 | -0.7 | -15.6 | 2.2 | 10.8 | 1.6 | -2.0 | -0.5
Cn1nnnc1SCC(=O)Nc1ccc2c(c1)OCO2 | -5.4 | 0.4 | 21.2 | -2.7 | 7.7 | -3.9 | 5.4 | -0.4 | -0.2 | 0.3
C=C(C)CNC(=O)CCc1nnc(C2(c3ccc(Cl)cc3)CCC2)o1 | -8.9 | x | 20.9 | -4.5 | -13.7 | 2.7 | 1.2 | 1.1 | -1.7 | -1.6
CC(NC(=O)c1ccc2nc(Cc3cccc(Cl)c3)oc2c1)c1ccncn1 (centres undefined) | x | x | x | -1.4 | 5.3 | -2.8 | 2.0 | x | -4.4 | 3.1
O=C(O)C1CSC(c2ccccc2)N1C(=O)c1ccco1 (centres undefined) | -1.4 | 0.2 | 29.1 | -15.2 | 2.3 | 0.7 | -1.3 | -2.4 | 2.3 | 14.2
CCN(CC)c1cc(C)c2cc(NC(=O)CNC(C)=O)ccc2n1 | -1.7 | 1.2 | 17.4 | -0.6 | 0.2 | 49.3* | -25.7 | 1.1 | -2.6 | 9.2
CN1CCN(c2ccc3sc(-n4ccc5ccccc54)nc3c2)CC1 | x | 1.3 | x | -5.1 | 13.0 | -0.7 | -3.9 | x | -2.9 | -5.2
CCOc1ccc(CNC(=O)NS(=O)(=O)c2ccc(OC)cc2)cc1 | -0.1 | x | 21.4 | 3.9 | -1.2 | 4.4 | 5.0 | 1.1 | -1.1 | 21.4
O=C1C=C(NCc2ccncc2)CC(c2ccccc2)C1 (centres undefined) | 3.2 | 6.3 | -0.9 | -4.3 | -5.5 | -2.1 | 6.2 | -0.6 | -4.2 | 6.8
Cc1ccc(OCc2nnc(SCc3nc4ccccc4[nH]3)n2Cc2ccco2)cc1 | -3.5 | -1.4 | 18.7 | 3.0 | 1.3 | 2.4 | 7.9 | 1.2 | -2.3 | 6.4
CCCNC(=O)c1ccccc1NC(=O)CN(c1ccccc1)S(=O)(=O)N(C)C | -5.5 | x | 10.3 | 9.9 | 5.2 | -1.6 | -4.9 | 0.2 | 0.6 | -4.7
CN(NC(=O)c1ccc(Cl)cc1)c1cccc(Cl)n1 | -3.0 | 2.5 | 18.9 | -2.8 | 1.0 | -0.4 | -6.2 | -0.4 | -1.3 | 9.1
COc1cc([N+](=O)[O-])c(OC)cc1SCc1n[nH]c(=S)n1-c1ccc(C)cc1 | 5.7 | x | 6.2 | 2.9 | -2.9 | -0.8 | -9.1 | 3.9 | -2.1 | 7.2
Cn1c(=O)c2sccc2n(Cc2cccc(Br)c2)c1=O | 2.7 | 1.5 | 15.4 | u | -32.3 | 0.9 | -7.1 | 1.5 | 1.5 | 10.4
CN(C)C(=O)CSc1nnc(Cc2ccccc2)n1Cc1ccco1 | -4.6 | x | 8.7 | 2.1 | -3.3 | 0.2 | 4.0 | 1.0 | -3.4 | -13.2
Cc1ccc(N/N=C2/CCCNC2=O)cc1 | -2.6 | -0.4 | 2.6 | 29.1 | -7.7 | -1.1 | 9.4 | 0.4 | -2.5 | 9.2
COc1cc(/C=C(/NC(=O)c2ccc(Cl)cc2Cl)C(=O)O)cc(OC)c1OC | 1.5 | -0.6 | -1.7 | 3.1 | 3.3 | -0.4 | -4.0 | 3.0 | -5.0 | 6.7
(more compounds)
SMILES | Rv3671c protease | BioA inh | DUSP3 inh | BoNT-F LC inh | MazF activator | Mtb FBA inh | CCHFV vOTU inh | UGM FP inh | FadD28 FP inh | GDH-TPI inh
COc1ccccc1C1CCN(C(=O)c2ccc(Cl)cc2)CC1 | -14.6 | -0.7 | 5.2 | 1.4 | -3.7 | 3.4 | 5.5 | -0.7 | -0.9 | -9.0
CC(=O)c1ccc(NC(=S)NCc2ccc(Cl)cc2Cl)cc1 | -26.4 | x | 24.4 | 0.8 | 18.2 | -1.2 | 1.5 | 1.2 | -10.9 | -4.4
COc1ccc(C(Nc2ccc(S(=O)(=O)NCC3CCCO3)cc2)C(=O)NC(C)(C)C)cc1OC (centres undefined) | 1.2 | x | 12.2 | -1.5 | -13.4 | -3.4 | -9.5 | -1.7 | -0.8 | 3.1
Cn1nc(-c2ccccc2)c(CSc2ccccc2Cl)c1Cl | -12.6 | x | 18.1 | 24.9 | 0.9 | 0.6 | 6.4 | 1.5 | -1.1 | 6.2
C/C(CC(=O)N(C(C)C)C(C)C)=N\NC(=O)COc1ccc(Cl)cc1Cl | 14.8 | x | 26.9 | -2.0 | -10.2 | -0.6 | -11.8 | 0.5 | -0.7 | 2.1
Cc1ccccc1Cn1c(=O)c2c(nc3n2CCCN3Cc2ccccc2)n(C)c1=O | 4.1 | 0.5 | x | -14.4 | 4.1 | 5.9 | 5.7 | -0.5 | -0.6 | 5.1
Cc1csc(NC(=O)CSc2ncnc3ccccc23)n1 | -8.5 | -0.4 | 20.8 | 1.9 | 5.3 | -1.4 | 4.1 | 1.9 | -7.0 | 10.9
CCCN(CC(=O)Nc1ccc(C(C)=O)cc1)CC(=O)Nc1ccccc1C | -0.4 | x | 12.1 | -2.8 | -0.4 | -2.2 | -7.5 | -2.1 | -2.5 | -3.1
O=C(CSc1nc2[nH]ncc2c(=O)[nH]1)Nc1ccc(OC(F)(F)F)cc1 | -24.1 | x | x | -0.3 | 5.5 | 2.8 | 0.3 | -1.6 | 2.1 | -0.3
Cc1ccc(S(=O)(=O)N2CCN(C(=O)c3cc(S(=O)(=O)N4CCOCC4)ccc3Cl)CC2)c(C)c1 | x | 0.7 | x | 1.7 | 4.0 | -1.4 | 11.0 | x | -4.7 | -3.5
COc1ccc(CCn2c(C)cc3c(c2=O)C(c2ccc4c(c2)OCO4)C(C#N)=C(N)O3)cc1OC (centres undefined) | -3.3 | 1.2 | 7.1 | 0.2 | 19.2 | -2.0 | -7.5 | -1.7 | -4.4 | -6.4
CC1CCN(C(=O)CCCC(=O)N2CCC(C)CC2)CC1 | -11.6 | -1.8 | 13.7 | 5.3 | -8.4 | 0.6 | -7.0 | 0.4 | 0.2 | 3.9
CN1CCC2(CC1)Nc1nc(SCc3ccc(Cl)cc3)nn1C1=C2CN(C)CC1 | -2.8 | 0.6 | 24.4 | 4.2 | 0.6 | -0.6 | 5.2 | -0.1 | -2.6 | 1.5
CC(C)=NNc1nc2c(c(=O)n(C)c(=O)n2C)n1CCc1ccccc1 | 14.7 | x | 17.9 | -0.7 | 11.0 | 6.6 | -10.2 | 3.3 | 0.3 | 3.8
COc1cc(NC(=O)CSc2nc3[nH]ncc3c(=O)n2-c2ccccc2)cc(OC)c1OC | x | 1.4 | x | 4.1 | 2.9 | 4.3 | -2.3 | x | -1.5 | 9.1
COc1ccc(-c2csc(N(CC3CCCO3)C(=O)c3ccccc3)n2)cc1 (centres undefined) | 8.8 | x | 37.1 | 2.6 | 7.6 | 1.8 | 6.5 | 0.2 | 0.3 | 7.0
O=C(CSc1nncs1)NCc1ccc2c(c1)OCO2 | 1.2 | 4.1 | -4.4 | -2.1 | -1.5 | 0.1 | 2.1 | 0.5 | -0.2 | 1.8
O=C(CCC(=O)N1CCN(c2ccccn2)CC1)Nc1nnc(C(F)(F)F)s1 | 2.2 | -0.2 | 19.4 | u | -2.2 | 8.2 | -1.2 | -0.7 | -3.3 | -18.4
CN1CCN(C2=Cc3ccccc3Sc3cc(F)ccc32)CC1 | -8.1 | 0.0 | 17.8 | -1.8 | 4.8 | -3.7 | 6.8 | -0.1 | -6.9 | -10.6
CC1(C)Cc2c(c(=S)nc(-c3ccccc3)n2CCCN2CCOCC2)CO1 | -4.0 | -1.2 | 24.1 | 7.8 | -7.2 | -3.1 | 10.2 | 2.4 | -1.5 | 19.5
Cc1cccc(C(=O)NCC(=O)NCC2COc3ccccc3O2)c1 (centres undefined) | 5.1 | x | x | -12.5 | 4.2 | -1.8 | 2.4 | 3.4 | 0.2 | -2.5
Cc1cc(=O)oc2c3c(cc(OCC(=O)NC(Cc4ccc(Cl)cc4)C(=O)O)c12)OC(C)(C)CC3 (centres undefined) | 8.7 | -0.8 | 24.5 | 6.6 | -13.9 | + | -187.8 | 4.3 | -7.1 | 13.7

Shown field by field: part of the list above
COc1ccc(CCn2c(C)cc3c(c2=O)C(c2ccc4c(c2)OCO4)C(C#N)=C(N)O3)cc1OC (centres undefined)
  Rv3671c protease: -3.3; BioA inh: 1.2; DUSP3 inh: 7.1; BoNT-F LC inh: 0.2; MazF activator: 19.2; Mtb FBA inh: -2.0; CCHFV vOTU inh: -7.5; UGM FP inh: -1.7; FadD28 FP inh: -4.4; GDH-TPI inh: -6.4
CC1CCN(C(=O)CCCC(=O)N2CCC(C)CC2)CC1
  Rv3671c protease: -11.6; BioA inh: -1.8; DUSP3 inh: 13.7; BoNT-F LC inh: 5.3; MazF activator: -8.4; Mtb FBA inh: 0.6; CCHFV vOTU inh: -7.0; UGM FP inh: 0.4; FadD28 FP inh: 0.2; GDH-TPI inh: 3.9
CN1CCC2(CC1)Nc1nc(SCc3ccc(Cl)cc3)nn1C1=C2CN(C)CC1
  Rv3671c protease: -2.8; BioA inh: 0.6; DUSP3 inh: 24.4; BoNT-F LC inh: 4.2; MazF activator: 0.6; Mtb FBA inh: -0.6; CCHFV vOTU inh: 5.2; UGM FP inh: -0.1; FadD28 FP inh: -2.6; GDH-TPI inh: 1.5
CC(C)=NNc1nc2c(c(=O)n(C)c(=O)n2C)n1CCc1ccccc1
  Rv3671c protease: 14.7; BioA inh: x; DUSP3 inh: 17.9; BoNT-F LC inh: -0.7; MazF activator: 11.0; Mtb FBA inh: 6.6; CCHFV vOTU inh: -10.2; UGM FP inh: 3.3; FadD28 FP inh: 0.3; GDH-TPI inh: 3.8
